Screening data as filed in PubChem BioAssay.
Nrf2 ARE act: activates Nrf2 signaling; AREc32 ARE-luciferase reporter (MCF7-derived line), luminescence, 24 h; Potency, µM (series often up to 46.1 µM), without a hit: top-dose activation, usual class: activators; hit rate 0.31% among 410,000; AID 624171; further: potency means the concentration at half of the fitted maximal effect; % of control where 0% means no effect; nearly all actives have a fitted effect of over 65% in size
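Luminescent ARE reporter assay in AREc32_Fluc cells: overnight plating at 37 deg C, 24 hr compound incubation, Steady-Glo added, 30 min RT before reading.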
CCT modulator: changes cytosolic chaperonin activity; hit rate 0.3% among 360,000; activity change, % (test concentration not listed), hits read low; purified chaperonin ATPase assay, HTRF ADP detection, 30 min; in the data active means activity change below about -30%; further: on the % scale 0 is the no-effect control and ±100 the full control effect
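First, chaperonin was dispensed at 40 nM or 20 nM final depending on batch activity. Next, compounds were pinned at 76 uM and ATP added at 10 uM. After 30 min at 37 °C, ADP detection reagents ran 30 min at ambient temperature.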
EPAC2 agonist: activates human EPAC2 exchange factor; hit rate 0.079% among 360,000; EPAC2 activation, biochemical qHTS; response scale: 100% = 6.5 mM cAMP response; AID 720711; Potency, µM (top dose mostly 154 µM), without a hit: top-dose activation, most hits filed as activators; further: potency means the concentration at half of the fitted maximal effect; nearly all actives have a fitted effect of over 50% in size
Target sequence (Q8WZA2 whole entry, looked up): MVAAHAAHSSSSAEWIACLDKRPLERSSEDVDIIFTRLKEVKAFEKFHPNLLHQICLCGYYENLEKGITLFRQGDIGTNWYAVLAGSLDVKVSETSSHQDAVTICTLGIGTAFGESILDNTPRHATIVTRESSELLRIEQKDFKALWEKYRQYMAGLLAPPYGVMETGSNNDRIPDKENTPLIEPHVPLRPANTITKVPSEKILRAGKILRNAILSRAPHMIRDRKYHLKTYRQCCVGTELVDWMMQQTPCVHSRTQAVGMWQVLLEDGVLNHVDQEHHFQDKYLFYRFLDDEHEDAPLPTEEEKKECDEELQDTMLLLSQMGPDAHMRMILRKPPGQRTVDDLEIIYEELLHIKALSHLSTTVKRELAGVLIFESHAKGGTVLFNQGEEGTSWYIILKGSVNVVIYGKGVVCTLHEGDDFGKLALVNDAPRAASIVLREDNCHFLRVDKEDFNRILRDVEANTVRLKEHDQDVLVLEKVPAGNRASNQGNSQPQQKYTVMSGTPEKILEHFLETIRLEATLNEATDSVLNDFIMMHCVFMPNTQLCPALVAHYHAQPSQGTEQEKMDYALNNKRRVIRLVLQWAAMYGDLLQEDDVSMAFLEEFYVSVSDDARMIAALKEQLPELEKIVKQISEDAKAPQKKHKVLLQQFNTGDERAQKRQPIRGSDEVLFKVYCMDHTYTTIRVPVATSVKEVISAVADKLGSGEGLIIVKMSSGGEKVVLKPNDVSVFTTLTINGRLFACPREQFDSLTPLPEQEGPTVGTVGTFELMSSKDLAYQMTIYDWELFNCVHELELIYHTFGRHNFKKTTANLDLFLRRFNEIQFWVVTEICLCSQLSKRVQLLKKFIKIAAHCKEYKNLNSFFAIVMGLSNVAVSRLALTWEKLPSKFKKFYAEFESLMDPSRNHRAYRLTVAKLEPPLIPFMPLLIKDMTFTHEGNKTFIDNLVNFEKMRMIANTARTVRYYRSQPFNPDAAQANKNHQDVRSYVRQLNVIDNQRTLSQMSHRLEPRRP
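Each well held 100 nM EPAC2, 250 nM RAP1B-BODIPY-GDP and 50 uM GDP. Fluorescence, read at 5-min intervals to 30 min, was referenced to a 6.5 mM cAMP positive control.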
MmCpn inh: blocks the Methanococcus maripaludis chaperonin Mm-Cpn; purified Mm-Cpn ATPase, ADP Transcreener TR-FRET; Potency, µM (titrated, usually from 76.9 µM), for the others: at the top dose activity, negative = inhibition, usual class: inhibitors; hit rate 0.031% among 330,000; AID 504842; further: potency means the concentration at half of the fitted maximal effect; on the % scale 0 is the no-effect control and ±100 the full control effect; nearly all actives have a fitted effect of over 80% in size
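ATPase read-out: TR-FRET ADP immunoassay (anti-ADP Eu cryptate vs ADP-d2), ex 320 nm, em 590/665 nm; signal drops as ADP forms. Enzyme 25 nM, ATP 10 uM, 30 min at 37°C after 10 min compound preincubation.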
A549 tox: kills or reduces viability of A549 cells in Nrf2 counter-screen; A549 ARE-Fluc cells, CellTiter-Fluor viability, 18-24 h; Potency, µM (top dose mostly 46 µM), without a hit: top-dose activity change, negative = cytotoxicity, hits mostly inhibitors; hit rate 0.16% among 390,000; further: potency means the concentration at half of the fitted maximal effect; on the % scale 0 is the no-effect control and ±100 the full control effect
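Cytotoxicity counterscreen: CellTiter-Fluor fluorescence was measured in A549 ARE_Fluc cells after 18-24 h of compound exposure in a concentration series. The subsequent BugLite luminescent read reports ARE-luciferase activity.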
EPAC2 antag: EPAC2 (human) antagonism; AID 720708; Potency, µM (top dose mostly 114 µM), without a hit: at the highest dose activity, negative = inhibition, most hits filed as inhibitors; hit rate 0.18% among 360,000; EPAC2 GEF exchange of Rap1B-BODIPY-GDP, fluorescence; further: potency means the concentration at half of the fitted maximal effect; on the % scale 0 is the no-effect control and ±100 the full control effect; nearly all actives have a fitted effect of over 45% in size; many of its hits are not listed in these tables
TGFb SMAD3 inh: TGF-b pathway inhibition. HepG2 CAGA-GFP TGF-b/SMAD3 reporter, GFP fluorescence, 18 h; TGF-beta stimulated, 500 pg/mL final. Potency, µM (titrated, usually from 46.1 µM), without a hit: at the highest dose activity, negative = inhibition, actives largely listed as inhibitors. hit rate 1.2% among 410,000. AID 588855; further: potency means the concentration at half of the fitted maximal effect; on the % scale 0 is the no-effect control and ±100 the full control effect; nearly all actives have a fitted effect of over 65% in size
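HEPG2 CAGA-GFP cells (1000/well, DMEM with 1% FBS) were pre-incubated 2 h at 37 degrees C, given compound by pin tool, then stimulated with TGF-beta at 500 pg/mL final for 18 h before per-cell GFP fluorescence imaging.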
Akt phos inh: inhibitors of Akt phosphorylation; hit rate 0.32% among 360,000; activity change, % for hits at 50 µM; Neuro2A IGF-stimulated pAkt S473 HTRF, 20 min; active compounds read low; in the data active means activity change below about -80%; inconclusive means mostly about -51% to -80%; further: on the % scale 0 is the no-effect control and ±100 the full control effect
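Neuro2A cells in DMEM with 0.5% FBS, overnight at 37 deg C, given compound at single 50 µM final, then IGF (6 nM final) for 20 min at 37 deg C. Lysed; phospho-Akt Ser473 by HTRF after 24 h, 665/615 ratio.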
Nrf2 inh: inhibitors of Nrf2 signaling. A549 ARE-Fluc reporter, luciferase luminescence, 18-24 h. Potency, µM (series often up to 46 µM), inactives show top-dose activity change, negative = inhibition, usual class: inhibitors. hit rate 2.1% among 360,000; further: potency means the concentration at half of the fitted maximal effect; on the % scale 0 is the no-effect control and ±100 the full control effect; nearly all actives have a fitted effect of over 60% in size
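Nrf2 activity is the BugLite luminescence, read 15 min after reagent at room temperature, following CellTiter-Fluor cytotoxicity readout (30 min, 37C). Compound titrations were applied for 18-24 h to 5000 A549 ARE_Fluc cells/well in 5% FBS OPTI-MEM.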
Starred values were filed as active, the others as inactive; i = inactive; ? = inconclusive; nt = no result given; [ ] = dose if it differs, or a comment. Unless noted, the call rests on the fitted dose curve; in most records, active means well fitted curve in the direction sought with a large enough effect; inconclusive means small, poorly fitted or top-dose-only effect, or another doubt; inactive means no such curve, though single readings can be large; an effect the other way counts as inactive or inconclusive.

SMILES	Nrf2 ARE act	CCT modulator	EPAC2 agonist	MmCpn inh	A549 tox	EPAC2 antag	TGFb SMAD3 inh	Akt phos inh	Nrf2 inh
O=C(Nc1ccc(N2CCOCC2)c(Cl)c1)c1cccc(F)c1	2.5%	-4.2	16%	-2%	7%	-9%	6%	i	nt
Cc1cc2ncn(C3CC(=O)N(Cc4ccccc4)C3=O)c2cc1C (centres undefined)	-0.3%	-0.6	-6%	2%	-4%	-5%	17%	i	14%
O=c1ccnc(Nc2ccc3c(c2)OCCO3)[nH]1	5.1%	1.8	1%	-3%	-12%	21%	9%	i	-6%
CC(=O)c1sc(NC(=O)CCOc2ccccc2)nc1C	7.3%	0.8	7%	-20%	1%	-5%	-12%	i	9%
COc1ccc2[nH]c3c(c2c1)CCN1C(=O)N([C@@H](C)C(=O)NCc2ccc(C)cc2)C(=O)[C@]31C	-0.4%	-1.4	-6%	0%	-5%	0%	-13%	i	-7%
COc1ccc(Nc2ncnc3c2cnn3-c2ccccc2)cc1OC	-1.0%	-1.4	-2%	-1%	6%	13%	5%	i	-12%
COc1ccc(CNS(=O)(=O)c2ccc3c(c2)NC(=O)CS3)cc1	-1.0%	1.6	9%	1%	-1%	4%	0%	i	-22%
O=C(CSc1ccccc1)N/N=C/c1ccccc1O	-1.1%	-4.6	-2%	1%	-5%	1%	-17%	i	0%
CCCCCCSc1ccc([C@@H]2[C@H]3C(=O)N(C)C(=O)[C@H]3[C@]3(C(=O)OC)CCCCN23)cc1OC	3.6%	0.7	-6%	-7%	-1%	-4%	-25%	i	-12%
CCN1CCN(Cc2c(O)c(Cl)cc3c(C)cc(=O)oc23)CC1	-0.4%	-0.8	-1%	-8%	19%	-1%	-10%	i	10%
CN1CCN(c2ccccc2NC(=O)COc2ccc(Cl)cc2)CC1	-0.1%	-3.5	0%	2%	-1%	2%	0%	i	-2%
O=C(Nc1ccc(Br)cc1F)N1CCC(CN2CCCC2)CC1	1.5%	nt	nt	nt	2%	nt	-32%	nt	0%
Cc1ccccc1C(=O)NC1CC2CCCC(C1)N2CC(C)C (centres undefined)	-1.2%	-1.2	4%	nt	nt	0%	-5%	i	nt
CC(=O)Nc1cccc(NC(=O)Cc2nc(-c3ccccc3)sc2-c2ccc(C)cc2)c1	4.9%	-2.6	6%	?	-5%	-13%	?	i	-2%
Cc1c(NC(=O)CSc2nc3ccccc3n2C)c(=O)n(-c2ccccc2)n1C	0.2%	0.9	-1%	1%	-4%	-1%	-8%	i	10%
C/C(=N\NC(=O)c1ccncc1)C12CC3CC(CC(C3)C1)C2	-0.4%	-1.1	3%	-20%	-3%	11%	-4%	i	2%
CC1=CC(C)(C)N2C(=O)C3(C(C#N)=C(N)OC4=C3C(=O)CC(C)(C)C4)c3c(C)c(C)cc1c32 (centres undefined)	0.4%	-0.9	-8%	1%	-8%	11%	1%	i	nt
O=C(c1cc(Br)c(Br)s1)N1CCc2ccccc2C1	?	-2.4	11%	-2%	10%	-10%	?	i	-16%
CCn1nc(C(=O)NNC(=O)c2ccccc2)c2ccccc2c1=O	16µM*	-0.7	9%	-2%	1%	4%	-2%	i	?
Cc1cc(C)c(NC(=O)CNC(=O)c2cc([N+](=O)[O-])ccc2N2CCOCC2)c(C)c1	-0.4%	-2.8	3%	3%	-15%	1%	4%	i	-14%
Clc1ccc(CCNc2ncnc3nc[nH]c23)cc1	-0.8%	-1.7	12%	0%[15.4 µM]	10%	-9%	0%	i	?
N#CCCN(C(=O)COc1ccc(Cl)cc1Cl)c1ccccc1	0.3%	2.0	0%	2%	-2%	-9%	6%	i	?
O=C1N=C(N2CCc3ccccc3C2)S/C1=C\c1ccc(O)cc1	-0.6%	-0.2	9%	-1%	1%	3%	-12%	i	-4%
Nc1sc(-c2ccccc2)c(Cc2ccccc2)c1C(=O)O	-0.9%	-1.1	11%	-3%	6%	-12%	-3%	i	15%
Cc1cccc(NC(=O)NCCn2c(=O)oc3ccc(C)cc32)c1	-0.8%	nt	nt	nt	0%	nt	-1%	nt	-4%
O=[N+]([O-])c1ccc(N=Cc2c(O)ccc3ccccc23)cc1	1.6%	-1.9	6%	0%	?	1%	-28%	i	13%
COc1ccc2c(ccn2S(=O)(=O)c2ccccc2)c1	1.0%	-1.3	12%	3%	2%	?	4%	i	-42%
CC1CC2(NC(=O)NC2=O)C(C)CN1C (centres undefined)	-0.2%	1.2	-82%[inhibitor][15.6 µM]	0%	-1%	88%[activator]	21%	nt	9%
CCc1ccc([C@@H]2C[C@H]3[C@@H](CN2S(=O)(=O)c2ccc(C)cc2)C(=O)C[C@@H](c2ccc(Cl)cc2)N3S(=O)(=O)c2ccccc2C)cc1	0.3%	1.1	7%	nt	nt	7%	17%	i	nt
CC(c1ccon1)N(C)C(=O)c1cccc(OC2CCN(S(C)(=O)=O)CC2)c1 (centres undefined)	0.1%	-1.2	3%	nt	nt	7%	5%	i	nt
CC(C)OC(=O)c1ccc(N2C(=O)C3CC=CCC3C2=O)cc1 (centres undefined)	0.1%	-0.3	7%	-3%	2%	18%	5%	i	17%
CCOc1ccc(NC(=O)CCNC(=O)Cn2cnc3ccccc3c2=O)cc1	0.3%	-0.4	7%	1%	-2%	-1%	7%	i	-21%
CC(C)[C@@H](C(=O)NC1CCN(Cc2ccccc2)CC1)N1C(=O)N2CCc3c([nH]c4ccccc34)[C@@]2(C)C1=O	9.4%	0.0	4%	0%	-19%	-15%	?	i	?
CCOC(=O)c1ccc(NC(=O)c2ccc(NC(=O)C3CCCO3)cc2)cc1 (centres undefined)	2.6%	-1.9	6%	-1%	3%	0%	5%	i	-15%
O=C(N/N=C/c1cc(Br)c(O)c(Br)c1O)c1cccnc1	-1.2%	-0.7	5%	-12%	-19%	5%	-5%	i	1%
COc1ccc(OC)c2c1cc(C(=O)N[C@@H](Cc1ccccc1)C(=O)O)n2C	-0.3%	-4.8	6%	0%	14%	1%	-17%	i	8%
CCc1cccc(NC(=O)CN(c2ccc(OC)cc2)S(=O)(=O)c2c(C)n[nH]c2C)c1	0.1%	-0.7	9%	1%	-5%	-11%	0%	nt	-17%
COc1cccc(N2CCN(CC(=O)Nc3nc(C)c(C(=O)N(C)C)s3)CC2)c1	0.4%	1.9	-3%	-2%	-2%	-25%	3%	i	-17%
O=C(CCC(=O)Nc1cccnc1)Nc1cccnc1	-0.9%	0.8	8%	nt	3%	0%	6%	i	2%
CCC(C)NS(=O)(=O)c1ccc(OCC(=O)NCc2ccc(OC)cc2)cc1 (centres undefined)	-0.7%	-0.6	1%	1%	3%	7%	-4%	i	7%
CCCn1c2ccccc2c2cnn(CC(=O)N3CCC(C)CC3)c(=O)c21	-0.3%	nt	nt	nt	2%	nt	?	nt	-6%
CCOC(=O)C1=C(C)Nc2nc(=S)[nH]n2C1c1ccc(Cl)cc1 (centres undefined)	3.3%	0.8	-2%	-2%	1%	?	2%	i	?
CC1OC(OC2C(CO)OC(OC3C(CO)OC(O)C(O)C3O)C(O)C2O)C(O)C(O)C1N[C@@H]1C=C(CO)[C@@H](O)C(O)[C@H]1O (some centres undefined)	-0.7%	-0.9	2%	0%	-5%	20%	13%	i	10%
COc1cc(/C=N/NC(=O)c2ccoc2C)cc(OC)c1OC	2.9%	-1.3	-8%	nt	10%	-2%	1%	i	nt
O=C(c1ccc(S(=O)(=O)N2CCOCC2)cc1)N(c1cccc(Cl)c1)C1C=CS(=O)(=O)C1 (centres undefined)	-0.5%	-5.8	-4%	-2%	-11%	8%	?	i	-12%
CSc1cccc(NC(=O)/C=C/c2ccc(Cl)cc2)c1	4.0%	-0.2	11%	1%	-13%	-7%	?	i	-28%
Cc1cc(C)cc(-n2cccc2/C=C2/C(=N)N3C(=NC2=O)SN=C3S(C)(=O)=O)c1	-0.3%	0.5	-10%	3%	?	?	0%	i	-6%
CCOC(=O)NC(C(Cl)(Cl)Cl)S(=O)(=O)c1ccccc1 (centres undefined)	?	1.5	7%	1%	-3%	-4%	-6%	i	5%
Cc1ccc(-c2nc3ccc(Cl)cn3c2Cc2cccc(Cl)c2)cc1	4.3%	0.9	2%	nt	nt	-16%	?	i	nt
CNS(=O)(=O)c1cn(CC(=O)NCc2ccc(F)cc2)cc1S(=O)(=O)NC	0.0%	-1.1	9%	-2%	14%	3%	23%	i	5%
CC(c1ccccc1)n1c(CCCO)nc2ccccc21 (centres undefined)	0.3%	0.5	15%	-1%	0%	-5%	0%	i	-7%
N/C(Cc1ccc(Cl)cc1Cl)=N\OC(=O)c1ccccc1F	0.6%	-0.4	10%	0%	1%	-15%	12%	i	?
CCCN(C(=O)COC(=O)CCOc1ccc(C)cc1)c1c(N)n(Cc2ccccc2)c(=O)[nH]c1=O	-0.5%	-1.0	-5%	-3%	0%	14%	0%	i	-1%
CCOC(=O)/C(C#N)=C/c1ccc(-c2ccc(C)cc2)o1	8.4%	nt	nt	nt	10%	nt	25%	nt	?

Some of these compounds in order of length of the SMILES, descending:
SMILES	Nrf2 ARE act	CCT modulator	EPAC2 agonist	MmCpn inh	A549 tox	EPAC2 antag	TGFb SMAD3 inh	Akt phos inh	Nrf2 inh
Cc1cc(C)cc(-n2cccc2/C=C2/C(=N)N3C(=NC2=O)SN=C3S(C)(=O)=O)c1	-0.3%	0.5	-10%	3%	?	?	0%	i	-6%
N/C(Cc1ccc(Cl)cc1Cl)=N\OC(=O)c1ccccc1F	0.6%	-0.4	10%	0%	1%	-15%	12%	i	?
CSc1cccc(NC(=O)/C=C/c2ccc(Cl)cc2)c1	4.0%	-0.2	11%	1%	-13%	-7%	?	i	-28%

A portion of the library, so the mix of outcomes need not match the whole.
